STAT3 activator – increases IL-6 driven STAT3 reporter signal; U3A cells, IL-6 STAT3-luciferase reporter, luminescence; 100% = signal with IL-6 EC80 alone; activation (% of control), % at 5.6 µM; hit rate 0.91% among 190,000; AID 871;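 active = activation above the screen-wide mean of compound activation plus 3 SD, cut at about 130% in these data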;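 also: 0% = background luminescence of wells with medium and substrate only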
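Assay system – human STAT1-deficient U3A cells with stable STAT3-luciferase reporter · Also added – IL-6 (33 ng/mL) · Schedule – compound 1 h, then IL-6 6 h at 37 °C · Technique – reporter luminescence signal · Evaluation – % activation versus median of IL-6-stimulated wells · Benchmarks – IL-6-only wells as 100% reference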
STAT3 blocker – STAT3 signaling inhibition; U3A cells, IL-6 STAT3-luciferase reporter, luminescence; host cell line lacks STAT1; inhibition, % at 5.5 µM; hit rate 0.89% among 190,000; AID 862;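 active = inhibition above the mean inhibition across all screened compounds plus 3 SD, cut at about 44% in these data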;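 also: 0% = DMSO only wells and 100% = 100 µM nifuroxazide control wells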
Hsp70 activator – transcriptional activators of Hsp70; HeLa Hsp70 promoter luciferase reporter, luminescence; scaled: vehicle 0, proteasome-inhibitor control 100%; activation, % at 10 µM; hit rate 0.04% among 200,000;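 active = activation above the mean across all tested compounds plus 3 SD, cutoff set per campaign, cut at about 5.5% in these data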;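 also: 100% = MG132 at 30 µM as the positive control and 0% = DMSO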
Redox H2O2 prof – compounds producing H2O2 with reducing agent – biochemical, NIH compound library profiling, artefact control for MLSCN library redox annotation, primary screen | DTT-dependent redox cycling H2O2, phenol red/HRP absorbance; 100% = 100 µM peroxide control, 0% = buffer | activation, % at 10 µM | hit rate 0.03% among 200,000 | AID 878;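 active = activation of at least 50% relative to the plate's high and low controls in the primary single-dose screen; inactive = activation below 50%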;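 also: compound incubated with DTT at 0.8 mM final as the reducing agent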
STAT1 activator – activators of IFN-gamma induced STAT1 signaling. AID 932. activation (% of control), % at 5.5 µM. hit rate 2.6% among 200,000. NIH 3T3 STAT1-luciferase reporter, luminescence; 100% = IFN-gamma alone, no compound;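 active = activation above the screen-wide mean activation plus 3 SD, cut at about 130% in these data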;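 also: raw ratio to IFN-gamma control signal so 100% means no change and 0% no light; values of inactives mirror those of a sister screen read the other way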
STAT1 blocker – inhibitors of IFN-gamma induced STAT1 signaling; NIH 3T3 STAT1-luciferase reporter, luminescence; inhibition, % at 5.5 µM; hit rate 0.35% among 200,000; AID 920;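 active = inhibition above a set limit, the mean inhibition across all tested compounds plus 3 SD, cut at about 34% in these data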;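 also: 0% = IFN-gamma with DMSO and 100% = IFN-gamma with 300 µM nifuroxazide; values of inactives mirror those of a sister screen read the other way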
NF-kB neuron act – NF-kB expression increase, human neuronal cells | NF-kB reporter expression; stronger effect = higher value | fold change at 12.5 µM | hit rate 1.6% among 190,000; in the data active = fold change above about 3.3
HMGR II inh – inhibitors of class II HMG-CoA reductase from Enterococcus faecalis. purified E. faecalis HMGR, NADPH absorbance 340 nm kinetic. inhibition, % at 10 µM. hit rate 0.41% among 190,000. AID 1066;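 active = inhibition above a set limit, the median over all tested compounds plus 3 SD, cut at about 9.5% in these data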;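 also: enzyme runs in reverse so mevalonate oxidation gives rising NADPH absorbance; 0% = complete reaction with DMSO and 100% = background rate lacking mevalonate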
APP 5'UTR act – activates APP 5'UTR luciferase reporter; SH-SY5Y APP 5'UTR luciferase reporter, luminescence; zero percent = DMSO vehicle wells; activation, % at 2 µM; hit rate 1% among 190,000; AID 1276;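 active = activation above a set limit, based on mean plus 3 SD of controls, cut at about 140% in these data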; also: values of inactives mirror those of a sister screen read the other way
TLR4-MyD88 BLA – blocks binding of human TLR4 to MyD88. hit rate 0.18% among 200,000. HeLa CL3-4 TLR4/MyD88 BLA complementation, FRET ratio. O00206+Q99836. inhibition, % at 8.4 µM; in the data active = inhibition above about 25%;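 also: 0% = vehicle and 100% = reference inhibitor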
Target sequence (O00206 whole entry, looked up): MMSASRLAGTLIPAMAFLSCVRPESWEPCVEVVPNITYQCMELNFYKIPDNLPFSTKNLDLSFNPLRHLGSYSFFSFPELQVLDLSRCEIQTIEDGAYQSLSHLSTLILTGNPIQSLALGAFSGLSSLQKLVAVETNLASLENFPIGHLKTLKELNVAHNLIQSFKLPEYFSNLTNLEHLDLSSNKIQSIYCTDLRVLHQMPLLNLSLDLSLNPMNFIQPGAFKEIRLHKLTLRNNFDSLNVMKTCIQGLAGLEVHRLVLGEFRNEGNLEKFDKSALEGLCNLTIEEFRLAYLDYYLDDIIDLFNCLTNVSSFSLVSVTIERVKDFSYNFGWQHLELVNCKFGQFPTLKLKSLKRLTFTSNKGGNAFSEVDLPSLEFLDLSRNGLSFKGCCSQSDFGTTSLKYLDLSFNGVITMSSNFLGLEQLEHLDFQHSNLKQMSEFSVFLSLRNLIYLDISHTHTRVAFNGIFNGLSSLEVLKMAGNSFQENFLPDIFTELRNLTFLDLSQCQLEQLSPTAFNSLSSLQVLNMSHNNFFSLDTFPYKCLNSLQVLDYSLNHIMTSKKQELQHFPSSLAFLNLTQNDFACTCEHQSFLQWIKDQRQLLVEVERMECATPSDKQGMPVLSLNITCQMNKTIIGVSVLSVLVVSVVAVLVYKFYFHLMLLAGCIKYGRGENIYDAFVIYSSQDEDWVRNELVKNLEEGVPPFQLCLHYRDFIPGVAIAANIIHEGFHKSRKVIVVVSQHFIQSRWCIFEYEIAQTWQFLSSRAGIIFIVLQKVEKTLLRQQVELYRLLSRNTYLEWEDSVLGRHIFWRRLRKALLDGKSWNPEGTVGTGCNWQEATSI
Target sequence (Q99836 whole entry, looked up): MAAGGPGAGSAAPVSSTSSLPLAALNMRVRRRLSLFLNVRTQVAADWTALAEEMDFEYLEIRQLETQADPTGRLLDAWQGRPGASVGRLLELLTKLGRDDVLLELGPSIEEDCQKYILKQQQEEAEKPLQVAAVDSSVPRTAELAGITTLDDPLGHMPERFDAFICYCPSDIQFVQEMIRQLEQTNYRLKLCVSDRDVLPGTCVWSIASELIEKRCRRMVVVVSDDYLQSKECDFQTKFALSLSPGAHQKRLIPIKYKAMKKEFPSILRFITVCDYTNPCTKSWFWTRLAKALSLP
* = called active by the depositor; . = not tested or not shown. Outcome played no part in choosing rows; about 5.6% have a hit in one of these screens.

SMILES	STAT3 activator	STAT3 blocker	Hsp70 activator	Redox H2O2 prof	STAT1 activator	STAT1 blocker	NF-kB neuron act	HMGR II inh	APP 5'UTR act	TLR4-MyD88 BLA
Fc1cc(Br)ccc1NC(=S)Nc1cccnc1	84	22	-0.3	4.7	87	12	1.1	0	8	-13
COc1ccc(C(=O)C2CCN(C(=S)Nc3ccc(F)cc3)CC2)cc1	96	6	-0.6	-0.7	91	8	1.1	-2	-13	8
CCOc1ccc(N2C(=O)CC(N(O)c3ccccc3)C2=O)cc1 (configuration not stated)	98	5	-0.1	-0.3	111	-12	1.5	-4	97	10
CCOC(=O)c1nc(C)n(-c2ccc([N+](=O)[O-])cc2)n1	103	-2	-0.4	-0.4	109	-12	0.92	1	-20	9
COc1cccc(/C=C/C(=C2\C(=O)N(c3ccccc3)N=C2C)c2ccc(Br)cc2)c1OC	105	4	0.0	4.1	100	0	.	.	-10	-11
CC1(C)CC(=O)C(C(C2=C(O)CC(C)(C)CC2=O)c2cccnc2)C(=O)C1 (configuration not stated)	94	12	-0.1	-2.5	103	-2	1.1	3	7	-6
COc1ccc(NS(=O)(=O)c2ccc(S(=O)(=O)N3CCCC3)cc2)cc1Cl	105	-8	-0.4	0.6	99	1	1.4	-4	.	-5
Cc1ccc(C(CC(=O)O)C2CCOC(C)(C)C2)cc1 (configuration not stated)	96	2	-0.3	-0.1	101	-1	1.2	-1	3	12
COc1cc(OC)cc(C(=O)Oc2ccc(/C=N/Nc3nc4ccccc4s3)cc2OC)c1	148*	-51	0.1	0.2	121	-23	1.7	3	115	9
O=C(O)c1cccc(N2CCCC2)c1	102	7	0.4	-0.7	103	-4	1.2	-9	14	1
O=C(Nc1nc2ccc(Cl)cc2s1)C1CCCO1 (configuration not stated)	90	16	-0.2	2.7	144*	-48	4.6*	-7	102	1
C=C(C)COc1ccc2oc(C)c(C(=O)OCCOC)c2c1	92	14	-0.5	0.3	97	4	1.4	-3	-4	-13
Cc1ccc(-c2cc(C(=O)Nc3nn[nH]n3)c3ccccc3n2)c(C)c1	140*	-32	-0.3	1.6	100	0	0.91	3	11	2
CC1CCN(c2ccc(C(F)(F)F)cc2N)CC1	87	20	-0.1	0.1	102	-4	1.3	1	12	-4
CCOC(=O)C(C)(C)N(Cc1cccc(C)c1)S(=O)(=O)c1cccc([N+](=O)[O-])c1	106	-12	-0.4	0.8	96	4	0.87	-4	5	1
O=C(Nc1ccc(O)cc1)/C(=C\c1ccncc1)NC(=O)c1ccccc1	91	14	-0.3	-2.1	93	7	1.2	0	-6	1
O=C(c1cccc(Cl)c1)N1CCN(c2ccccn2)CC1	90	16	0.2	-3.4	97	3	1.5	-6	7	-11
CCn1c(CC(=O)Nc2ccc(C)cc2)nnc1SCC(=O)NCc1ccccc1	97	5	0.0	0.1	99	1	1.4	1	44	-6
O=C1C=C(NCCN2CCOCC2)C(=O)c2cnccc21	28	83*	-0.4	176*	52	53*	0.26	-7	-13	-9
Cc1ccc(NC(=O)CCCSc2nc3ccccc3[nH]2)cc1	103	-2	-0.3	-0.4	95	5	1.1	-3	13	-13

Two compounds drawn at random from those above, as already listed:
SMILES	STAT3 activator	STAT3 blocker	Hsp70 activator	Redox H2O2 prof	STAT1 activator	STAT1 blocker	NF-kB neuron act	HMGR II inh	APP 5'UTR act	TLR4-MyD88 BLA
CCOC(=O)C(C)(C)N(Cc1cccc(C)c1)S(=O)(=O)c1cccc([N+](=O)[O-])c1	106	-12	-0.4	0.8	96	4	0.87	-4	5	1
CC1(C)CC(=O)C(C(C2=C(O)CC(C)(C)CC2=O)c2cccnc2)C(=O)C1 (configuration not stated)	94	12	-0.1	-2.5	103	-2	1.1	3	7	-6

Going on with the list.
SMILES	STAT3 activator	STAT3 blocker	Hsp70 activator	Redox H2O2 prof	STAT1 activator	STAT1 blocker	NF-kB neuron act	HMGR II inh	APP 5'UTR act	TLR4-MyD88 BLA
COc1ccc(N2CCN(C(=O)c3ccc(CSc4ccccc4)cc3)CC2)cc1	85	21	-0.2	-0.4	106	-7	1.3	-7	-11	11
Cc1cccc(Nc2nnc(SCC(=O)Nc3ccc(C(=O)O)cc3)s2)c1	108	-2	-0.1	-1.9	96	3	1.2	-1	-13	-2
CC1(C)Cc2c(C#N)c(NCCCO)nc(-c3ccccc3)c2CO1	106	2	-0.3	-0.3	97	4	1	-5	.	-12
CC(C)C(=O)OCC(=O)Nc1ccc2c(c1)CCC2	103	0	-0.2	0.2	101	-1	1.1	-9	6	5
CCOC(=O)C1CCCN(c2c(NCC3CCCN3CC)c(=O)c2=O)C1 (configuration not stated)	103	1	-0.2	-1.1	106	-7	1.1	-5	-3	1
CCCCC(=O)Nc1ccc(C(=O)Nc2ccc(S(=O)(=O)N3CCCC3)cc2)cc1	89	12	-0.2	1.8	93	8	1.3	2	-2	0
Cn1c(=O)c2c(nc(NCC(O)CO)n2CCc2ccccc2)n(C)c1=O (configuration not stated)	94	12	-0.2	-0.4	104	-5	1.1	-4	4	-5
CCC(C(=O)N1CCc2ccccc2C1)n1nc(C)n2c(cc3occc32)c1=O (configuration not stated)	101	4	-0.3	-0.6	101	-3	1.1	-3	-4	4
COc1ccccc1CC(=O)Nc1ccc(Cl)cc1C(=O)O	101	4	0.2	-0.5	100	-1	1.8	-6	6	-10
CCOC(=O)C(CC)Sc1nnc2c3cc(C)ccc3n(C)c2n1 (configuration not stated)	90	15	-0.2	2.3	100	-1	0.81	-1	-12	-5
CCc1cccc(NC(=O)Cn2c(=O)oc3cc(S(=O)(=O)N4CCOCC4)ccc32)c1	78	34	-0.2	-1.2	84	18	1.2	-8	6	-8
CC(C)CCn1c(Oc2ccccc2Cl)nc2c1c(=O)n(C)c(=O)n2C	106	-2	-0.3	1.9	107	-8	0.82	-1	22	-5
CCOC(=O)c1cnc2ccc(C)cc2c1OCc1cc(F)cc(F)c1	105	-1	-0.2	-0.1	96	5	0.77	-7	2	6
O=C(c1ccc(F)cc1)c1ccc(N2CCCC2)cc1	102	4	0.4	-0.5	138*	-41	1.8	-6	57	-3
CCN(CCn1cccn1)C(=O)c1cc(COc2ccc(F)cc2Cl)on1	99	5	-0.1	-1.8	101	-3	1.2	-2	23	-10
COCCCNC(=O)c1sc2ncnc(N3CCc4ccccc4C3)c2c1C	100	2	-0.2	-7.4	88	14	0.99	1	5	5
Fc1ccc(C2=NN(c3ccccc3)C(c3ccco3)C2)cc1 (configuration not stated)	94	12	-0.2	-1.2	103	-5	1.2	13*	-2	-13
Clc1cccc(Cl)c1COn1nnc2ccccc21	110	-11	0.1	1.6	120	-21	3.1	-2	26	-3
CCOc1ccc(Nc2oc(-c3cccc(Cl)c3)nc2C#N)cc1	91	11	-0.2	0.4	104	-6	1.4	-3	-10	-10
O=C(NCc1nc2ccccc2[nH]1)c1ccc([N+](=O)[O-])cc1	102	4	-0.3	-0.7	100	-3	0.77	-2	-12	3
COc1ccc(NS(=O)(=O)c2ccc(NC(=O)CCNS(=O)(=O)c3ccc(C)cc3)cc2)cc1	101	0	-0.4	-0.3	106	-7	1.1	0	4	3
COc1ccc(NC(=O)COC(=O)c2c3c(nc4ccccc24)CCCC3)cc1	82	24	-0.3	-7.2	96	4	0.32	4	6	-3
CCCOC(=O)c1ccc(Oc2coc3c(CN(CC)CC)c(O)ccc3c2=O)cc1	100	3	-0.5	0.5	92	9	1.1	0	-2	-3
Cc1cccc(OCc2nnc(SCC(=O)Nc3ccc(C)c(C)c3)o2)c1	108	-8	-0.3	0.3	106	-6	0.98	2	3	-9
C/C(=N\Nc1nnc(C)c(=O)[nH]1)C(=O)O	103	1	-0.1	-3.6	108	-9	1.3	1	-10	-9
COc1ccccc1CCc1nnc(CCC(=O)NC(C)Cc2cccs2)o1 (configuration not stated)	101	1	-0.2	-0.2	104	-7	1.5	-3	6	3
O=C(O)c1cc(Cl)ccc1-c1ccc(/C=C/c2cc(C(F)(F)F)[nH]c(=O)n2)o1	98	7	-0.4	-0.2	95	4	1.2	-6	12	16
O=C(Nc1ccc(OC(=O)c2ccccc2)c(-c2nc3ccccc3s2)c1)c1ccccc1	107	0	-0.1	-9.9	94	7	1.2	-9	-6	1
C/C(=N\S(=O)(=O)c1ccc(C)cc1)N1CCCCC1	98	8	-0.3	-0.4	104	-4	0.97	-1	2	7
CCOC(=O)c1c(CN(C)C)n(C)c2ccc(OC(C)=O)cc12	102	0	0.0	1.5	104	-5	1.4	1	-1	7
COc1ccccc1Nc1ccc(C(=O)NC2CCCCC2)cn1	87	18	-0.2	-3.2	98	2	0.88	-2	4	-14
COc1ccc(OC)c(NC(=O)CN(Cc2ccc(Cl)cc2)S(C)(=O)=O)c1	100	4	0.2	-0.6	106	-8	1.1	-4	-11	2
CCCOc1ccc(-c2cnc(N)s2)cc1	92	12	0.1	1.9	133*	-37	2.2	2	88	7
O=C(/C=C/Nc1ccc(F)cc1F)c1cccs1	44	66*	-0.3	0.4	99	1	3.8*	-7	107	10
NS(=O)(=O)c1cccc(NC(=O)COC(=O)Cc2ccc(S(=O)(=O)N3CCCCC3)s2)c1	96	9	-0.4	-2.0	98	2	1.1	-1	5	4
CCC(=O)n1nc(-c2cccnc2)nc1NCc1ccc(OC)cc1	102	2	-0.2	0.8	102	-2	0.89	-2	11	6
O=C(Nc1ccc(CN2CCOCC2)cc1)c1ccccc1F	106	-3	0.3	3.0	119	-21	1.9	-7	80	1
CCN(CC)c1ccc(NC(=O)c2ccc(=O)[nH]c2)cc1S(=O)(=O)Nc1ccccc1OC	102	0	-0.3	0.4	102	-3	1.1	6	-8	-10
Clc1ccc(-c2nc3ccccc3nc2-c2ccccc2)cc1	105	-3	-0.3	0.5	109	-10	0.71	3	12	-7
O=C(c1cccc(OCc2ccccc2)c1)N1CCOCC1	104	2	0.0	2.6	105	-8	1.3	-3	-15	5
O=C(Nc1ccc(Cn2nnc3ccccc32)cc1)c1ccco1	90	15	-0.4	-2.5	96	4	1.1	-1	8	-1
N#Cc1ccc(C(=O)Nc2nnc(-c3cccs3)o2)cc1	.	.	-0.1	0.5	115	-18	0.92	-3	9	10
CCOC(=O)NC(CC(=O)O)c1ccc(OCC)cc1 (configuration not stated)	101	4	0.1	2.3	99	1	1.1	-3	-22	12
Cc1cc(C(=O)NCC23CC4CC(CC(C4)C2)C3)c(C)o1	99	7	-0.1	0.3	97	1	0.98	-7	12	6
O=C(CCSc1nnc(-c2ccncc2)o1)Nc1cccc2ccccc12	96	6	0.3	1.0	103	-2	1.1	4	12	13
COc1ccc(OCCSCc2nnc(NC(=O)Nc3ccc(Cl)cc3)s2)cc1	107	-8	0.0	0.5	100	-1	1.3	0	16	-10
CCN(CC)CP(=O)(c1ccccc1)c1ccccc1	95	13	-0.3	-1.1	98	2	1.1	1	-4	14
CC(C)(C)c1ccc(COC(=O)Nc2ccc(F)cc2)cc1	105	-3	0.0	0.9	98	2	0.88	-6	8	-16
CN(C(=O)Cn1nnc(-c2cccc(C(F)(F)F)c2)n1)C1CCCCC1	101	2	-0.1	0.2	100	0	1	-11	-13	-8
O=C1CCCc2c1[nH]c1ccc(Br)cc21	97	10	0.0	-0.1	104	-6	1.3	2	0	-4
